Source: PubChem
UDG counter = blocks uracil-DNA glycosylase in AID counter-screen; AID 1347430; FRET deamination/UDG coupled assay, UDG read, 4 h; 0.14% of 91,000 active; Potency, µM (titrated, usually from 115 µM), without a hit: at the highest dose activity change, negative = inhibition, most hits filed as inhibitors; also: nearly all actives have a fitted effect of over 65% in size
AID inh = activation induced cytidine deaminase inhibition; Q9GZX7; AID deamination FRET fluorescence, UDG-coupled, 4 h; Potency, µM (titrated, usually from 115 µM), without a hit: at the top dose activity change, negative = inhibition, usual class: inhibitors; 0.32% of 91,000 active; AID 1347428; also: nearly all actives have a fitted effect of over 25% in size
Target sequence (Q9GZX7 whole entry, looked up): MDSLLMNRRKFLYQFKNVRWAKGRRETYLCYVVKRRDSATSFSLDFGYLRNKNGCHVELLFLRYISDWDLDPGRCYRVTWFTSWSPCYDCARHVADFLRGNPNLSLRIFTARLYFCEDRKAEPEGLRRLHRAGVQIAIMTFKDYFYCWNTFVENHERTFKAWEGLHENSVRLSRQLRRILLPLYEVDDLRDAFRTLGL
* hit, by the source's call; ? = inconclusive; & = joins results of further samples; [ ] = another dose, or the depositor's remark. Calls follow the shape of the dose curve; as a rule, active = well fitted curve in the direction sought with a large enough effect; inconclusive = small, poorly fitted or top-dose-only effect, or another doubt; inactive = no such curve, though single readings can be large; an effect the other way counts as inactive or inconclusive. % is scaled to controls: 0 for no effect and ±100 for the full control effect; potency is read from the fitted curve at half-maximal effect. A portion of the library; count on the stated rates, not on these rows.

SMILES | UDG counter | AID inh
CCCC12CCC(NC(C)=O)(CC1)CC2 | 6.9% | -6.6%
CCOc1ccccc1CNC(=O)CSc1n[nH]c(-c2ccccc2)n1 | 50.5%[activator] | -1.6%
COc1ccc(NC(=O)C2=C(C)Nc3nc(SCc4ccc(Cl)cc4)nn3C2c2cccc(OC)c2OC)cc1 (configuration not stated) | -9.0% | -6.2%
CN(C)CCCNc1oc(-c2cccs2)nc1C#N | -5.7% | 5.9%
O=C(NCCc1ccc(Cl)cc1)c1ccc(CSCc2ccc(Cl)cc2)o1 | -11.3% | ?
CCc1ccc2ncc(S(=O)(=O)c3ccc(Cl)cc3)c(N3CCN(CC)CC3)c2c1 | -7.8% | -7.8%
O=S(Cc1ccccc1)Cc1ccccc1F (configuration not stated) | -8.6% | -8.0%
O=C(Cn1ccc2cc(S(=O)(=O)N3CCCC3)ccc21)NCc1ccc(Cl)cc1 | -8.3%[57.5 µM] | 1.9%
O=C(OCc1cccc(COC(=O)C2=COCCO2)c1)C1=COCCO1 | -1.6% | -3.6%
O=C(COc1c(CO)cc(F)cc1CO)Nc1ccc(F)c(Cl)c1 | -7.1% | 3.2%
O=C(CSc1nnc(NC2CCCCC2)s1)Nc1cc(Cl)ccc1Cl | 8.4% | -8.9%
CCCNc1c(NC(=O)c2ccc(OCCC)cc2)c(=O)oc2ccccc12 | 16.5% | 9.1%
COc1ccc(Cl)cc1NC(=O)Cn1nc(C(F)(F)F)c2c1CCC2 | -7.3% | -19.4%
CCc1ccc(C2NC(=O)c3[nH]nc(-c4cccc(OC)c4)c32)cc1 (configuration not stated) | -4.7% | -6.3%
O=C(OCCCc1ccccc1)c1c2ccccc2cc2ccccc12 | -9.5% | -11.2%
O=C(Nc1ccc2nc(SCC(=O)N3CCCC3)sc2c1)c1ccc(F)cc1 | -4.6% | 7.2%&13.2%
O=C(NCCc1ccc(Cl)cc1)c1ccc2c(c1)N(Cc1ccccc1)CCS2 | -8.2% | 10.1%
CC(C)N(Cc1cnn(C)c1)S(=O)(=O)c1ccc(F)c(F)c1 | 4.8% | 8.1%
O=C(/C=C/c1cccs1)Oc1ccccc1/C=C/C(=O)c1cc2ccccc2o1 | -3.0% | -13.4%
COc1cc(C2CC(=O)Nc3c(-c4cccc(F)c4)nsc32)cc2c1OCO2 (configuration not stated) | -4.5% | -2.8%
O=C(CCSCCc1ccccn1)Nc1ccccc1C(F)(F)F | -3.2% | 1.1%
CC(NC(=O)C1CCCCC1)c1ccncc1 (configuration not stated) | 2.1% | 6.6%
CCC(=O)OCc1cc(=O)n2nc(C3CC3)sc2n1 | 5.6% | 175.5%[activator]
COc1cc(C(=O)N2CCC(c3ccncc3)CC2)cc(OC)c1OC | -4.5% | -2.5%
COc1cc(/C=C/C(=O)c2cccc(O)c2)cc(Cl)c1O | 5.2% | -5.6%

Four entries from above in another layout.
| compound | UDG counter | AID inh |
| --- | --- | --- |
| CCCC12CCC(NC(C)=O)(CC1)CC2 | 6.9% | -6.6% |
| CCOc1ccccc1CNC(=O)CSc1n[nH]c(-c2ccccc2)n1 | 50.5%[activator] | -1.6% |
| COc1ccc(NC(=O)C2=C(C)Nc3nc(SCc4ccc(Cl)cc4)nn3C2c2cccc(OC)c2OC)cc1 (configuration not stated) | -9.0% | -6.2% |
| CN(C)CCCNc1oc(-c2cccs2)nc1C#N | -5.7% | 5.9% |

The list continues.
SMILES | UDG counter | AID inh
CCCCN(C)Cc1ccc(CC)cc1 | -3.7% | 4.7%
CCOc1cccc2cc(S(=O)(=O)c3cc(F)cc(F)c3)c(=O)oc12 | -4.6% | 3.3%
CCOc1cccc(NC(=O)c2ccc(F)c(S(=O)(=O)N(CC)c3cccc(C)c3)c2)c1 | -5.2% | -11.1%
Cc1[nH]c2ccccc2c1C(=O)C(=O)NCC1CCN(C)CC1 | -10.2% | -0.2%
CCOc1ccc(CNCCNC(=O)c2nonc2N)cc1 | ? | 20.6%
Cc1oc(-c2ccc(C(=O)NCCCN3CCOCC3)cc2)nc1CSc1ccccc1 | 2.6% | -11.4%
N#Cc1nc(-c2ccc(F)cc2)oc1NCCN1CCOCC1 | -7.4% | 5.9%
CCCCC(=O)Nc1cccc(C)c1C | 2.9% | -1.1%
COc1ccccc1N1CCN(c2c3c(nc4nncn24)CCC3)CC1 | -5.3% | 5.7%
OC(c1cccc(Cl)c1Cl)C(F)(F)F (configuration not stated) | 0.2% | -2.4%
COc1ccc(COCC(O)Cn2nc(-c3ccc(C)cc3)c3ccccc3c2=O)cc1 (configuration not stated) | 6.5% | 0.5%
O=C(O)c1ccc(CNCCc2c[nH]c3ccccc23)cc1 | -0.1% | -5.1%
O=C(CN1CCSc2ccccc21)N1CCCCC1 | 0.1% | -16.8%
COc1ccc(OC)c(NC(=O)CN2C(=O)CCc3cc(S(=O)(=O)N4CCCCC4)ccc32)c1 | -14.3% | 55.4%[activator]
CCOC(=O)c1ccc2ncc(C(=O)OCC)c(Nc3ccc(C)c(Br)c3)c2c1 | 22.2% | -24.0%
Cc1ccc(C)c(-c2csc(-c3c(N)c(C(=O)c4ccc5c(c4)OCO5)n4ccccc34)n2)c1 | -6.6% | 9.1%
O=C(CSc1nccn1-c1ccc(F)cc1)Nc1cccc2ccccc12 | -3.4% | ?
Cc1ccc(OCC(=O)Nc2ccc3nc(SCC(=O)N4CCOCC4)sc3c2)cc1 | 0.1%[57.5 µM] | -6.1%
CC(=O)c1ccc(NC(=O)CSc2nccn2Cc2ccco2)cc1 | 2.3% | -10.1%
COc1ccc(OC)c(C2C(C(=O)c3ccco3)=C(O)C(=O)N2c2nc3ccc(F)cc3s2)c1 (configuration not stated) | 4.2% | -12.7%
CCOC(=O)c1ccccc1NC(=O)Cn1c(=O)n(-c2cccc(C)c2)c(=O)c2c1c1cc(C)ccc1n2C | -22.1% | 11.2%
CCCCn1cnc2c1c(=O)[nH]c(=O)n2CCC | 0.0% | -4.7%
Cc1nn(CC(=O)NCc2ccc(N(C)C)cc2)c(=O)c2c(C)n(-c3ccc(Cl)cc3)nc12 | -11.4% | -7.4%
Oc1c(C(c2ccc(F)cc2)N2CCCC2)sc2nc(-c3ccco3)nn12 (configuration not stated) | -4.7%[57.5 µM] | 41.4%[activator]
O=C(CSC1CCCCC1)c1ccc(OC(F)F)cc1 | 0.6% | -4.5%
Following part.
SMILES | UDG counter | AID inh
O=C(O)c1ccc(C(F)(F)F)nc1 | 1.8% | 8.5%
COc1ccc(-c2cn3nc(N4CCCC(C(=O)NCc5ccc(Cl)cc5)C4)sc3n2)cc1 (configuration not stated) | 2.8% | -7.2%
COc1ccc2[nH]cc(C3N4CC5(C)CN3CC(C)(C4)C5=O)c2c1 (configuration not stated) | 6.6% | -3.3%
NC(=O)CCS(=O)CCC(N)=O | -8.5% | -2.6%
CC(NC(=O)c1cccc(N(C)C)c1)c1ccc(Cl)s1 (configuration not stated) | 1.4% | -6.1%
CCOc1ccc(-c2cc(=O)c3ccccc3o2)cc1 | -6.1% | -13.5%
CCC(Sc1nc(-c2ccccc2F)nc2c1Cc1c(CO)cnc(C)c1O2)C(=O)Nc1cc(C)ccc1C (configuration not stated) | -0.6% | 4.0%
CC(C)(C)c1ccc(COC(=O)c2cc(=O)c3ccccc3o2)cc1 | -2.3% | 2.6%
CCOC(=O)c1ccccc1NC(=O)c1nn(-c2ccc(OC)c(Cl)c2)c(=O)c2c1c1ccccc1n2C | -4.7% | 7.3%
COCCc1nn2c(=O)cc(COC(=O)c3ccc(OC)c(OC)c3)nc2s1 | -0.5% | -8.5%
CCN1CCCC(CNC(=O)Cc2ccc(C(F)(F)F)cc2)C1 (configuration not stated) | -4.1% | 3.1%
CN1CCN(C(=O)c2ccc3c(c2)N(Cc2c(F)cccc2Cl)C(=O)c2ccccc2S3)CC1 | -27.1% | -10.6%
CC(C)n1cc2c(C(F)(F)F)cc(=O)n(CCC(=O)O)c2n1 | 7.2% | -1.2%
FC(F)(F)c1cccc(NC2(c3nnnn3C3CCCCC3)CCCC2)c1 | 4.4% | 11.6%
Cc1ccccc1OCCCCn1c(C2CC(=O)N(c3ccccc3Cl)C2)nc2ccccc21 (configuration not stated) | -14.7% | -22.2%
CCC(=O)Nc1ccc2oc(-c3ccc(OC)c(Cl)c3)nc2c1 | -1.6% | -9.8%
CCC(C)NC(=O)c1ccc(-n2c(-c3ccccc3)cc3c2CCCC3)cc1 (configuration not stated) | -4.2%[57.5 µM] | 0.4%
CCc1nc2c(cnn2-c2ccc(C)cc2)c(=O)n1-c1ccc(C)cc1 | -2.6% | 5.5%
CCc1c(C)sc(NC(=O)C(F)(F)C(F)(F)C(F)(F)C(F)(F)F)c1C#N | -9.7% | 55.4%[activator]
CCOC(=O)c1sc(NC(=O)c2nc(SCC)ncc2Cl)c(C(=O)OCC)c1C | 0.1% | 12.4%
CS(=O)Cc1cccc(C(=O)NC2CCN(Cc3ccc(Cl)cc3)CC2)c1 (configuration not stated) | -2.9% | -2.0%
O=C(CSc1nccn1-c1ccc(F)cc1)Nc1ccc(OC(F)(F)F)cc1 | -10.7% | ?
Cc1ccc(F)cc1NC(=O)CSc1nc(-c2cccs2)cc(C(F)(F)F)n1 | 3.1% | 9.4%
COc1ccc(C2CC(=O)C=C(Nc3ccccc3)C2)cc1 (configuration not stated) | -2.1% | 1.0%
O=S(=O)(Nc1cccc(F)c1)c1ccc(-c2cnc(C3CC3)o2)cc1 | -0.5% | 2.5%
More records follow:
SMILES | UDG counter | AID inh
CC(=O)Nc1ccccc1-c1nc2ccccc2n(C(C)C(=O)Nc2cc(Cl)ccc2C)c1=O (configuration not stated) | -11.7% | -10.8%
CCOc1ccc(OC(=O)c2c(-c3ccccc3Cl)noc2C)cc1 | ? | -5.2%
Cc1ccc(CNc2nc3nc(C)c(Cl)c(C)n3n2)cc1 | 5.3% | -11.4%
COc1ccc2c(Sc3ccccc3)c(C(=O)NCc3cc(Br)ccc3OC)[nH]c2c1 | -6.2% | 1.5%
Cc1ccc(C)c(N2CCN(C(=O)CN3CCSc4ccc(S(=O)(=O)N(C)C)cc43)CC2)c1 | -3.8% | 3.1%
COc1ccc(OCCSc2nc3ccccc3n2CC(=O)N2CCOCC2)cc1 | ? | -13.3%
CCOc1ccc2c(c1)c(=O)c(S(=O)(=O)c1ccc(CC)cc1)cn2Cc1cccc(Cl)c1 | -11.0% | ?
Nc1ccc2oc(-c3ccccc3Br)nc2c1 | ? | -1.9%
CCOc1ccc(S(=O)(=O)Nc2cccc(-c3ccc(N4CCCC4)nn3)c2)cc1 | -18.4% | -23.5%
Cc1nc(Cc2nc(-c3ccc4c(c3)OCCCO4)cs2)cs1 | -13.7% | -16.2%
COc1cccc(-c2nc(CS(=O)(=O)CC(=O)N3CCN(c4cc(C)ccc4C)CC3)c(C)o2)c1 | -18.1% | ?
Cc1cccc(C(=O)Nc2ccc(C(=O)OCc3cc(=O)n4nc(CC(C)C)sc4n3)cc2)c1 | 9.0% | 3.4%
Cc1ccccc1NC(=O)CCc1c[nH]c2ccccc12 | -4.1% | -10.2%
CCc1ccc(OCc2cccc(C(=O)O)c2)cc1 | -2.0% | -3.6%
Cc1c(C)n(CCCN2CCOCC2)c2ncn3nc(COc4ccc(Cl)cc4)nc3c12 | -7.3% | -8.9%
Cc1ccccc1-c1nc2cc(NC(=O)c3cccc(OCCC(C)C)c3)ccc2o1 | -8.1%[57.5 µM] | 46.1%[activator][57.5 µM]
CC(C)c1cnc2c(c1SCC(=O)c1ccc(Cl)cc1)c(=O)n(C)c(=O)n2C | -12.5%[57.5 µM] | ?
CCOc1ccc(Oc2ccc(NC(=O)c3cc(=O)[nH]c4ccccc34)cc2)cc1 | 2.8% | -0.7%
COc1cc(OC)c(Nc2nc3ccccc3nc2-n2nc(C)cc2C)cc1Cl | -0.2% | 9.6%
C1CCN(C2(CNC3CCCC3)CCCCC2)CC1 | -0.2% | -2.8%
Cc1ccc(N(CC(C)C)S(=O)(=O)c2nnc(NC(=O)C(C)C)s2)cc1 | -0.4%[57.5 µM] | -11.2%
c1ccc2c(c1)CCC[C@H]2Nc1nc2ccccc2[nH]1 | 1.4% | 5.2%
O=C(NC(C1CC1)C1CC1)c1cc(F)c(Cl)cc1Cl | 4.2% | 1.5%
C=CCNC(=S)N(Cc1ccc(C)cc1)Cc1ccco1 | 1.9% | -8.0%
CCCNC(=O)c1cccc(NC(=O)Nc2ccccc2)c1 | 5.4% | -3.1%

Ordered by molar mass (smallest number first): part of the list above.
SMILES | UDG counter | AID inh
Nc1ccc2oc(-c3ccccc3Br)nc2c1 | ? | -1.9%
CC(=O)Nc1ccccc1-c1nc2ccccc2n(C(C)C(=O)Nc2cc(Cl)ccc2C)c1=O (configuration not stated) | -11.7% | -10.8%
COc1cccc(-c2nc(CS(=O)(=O)CC(=O)N3CCN(c4cc(C)ccc4C)CC3)c(C)o2)c1 | -18.1% | ?

Remaining list, next part.
SMILES | UDG counter | AID inh
O=C(NCCc1cccs1)c1ccc(CN2C(=O)CCn3nccc32)cc1 | 28.0% | -17.7%
Cc1ccc(NC(=O)Nc2ccc3nc(N4CCN(C)CC4)cc(C)c3c2)cc1F | 18.0% | 33.9%[activator]
CCOc1ccc(S(=O)(=O)n2ccnc2C)cc1C(C)(C)C | -5.1% | -0.7%
COCCn1c(SCC(=O)c2cc(C)ccc2C)nc2cc(C(=O)NC3CCCC3)ccc2c1=O | 5.1% | 7.8%
COC(=O)Cn1c(=O)c2cccn2c2cccnc21 | -2.3% | 28.1%
COC(=O)c1cc2occc2n1Cc1nc(-c2cccc(Br)c2)oc1C | 14.9% | 10.1%
CC(C)(C)C(=O)NCCCNC(=O)c1cccs1 | 4.4% | 2.7%
C/C(=N/NC(=O)c1cccs1)c1ccc2ccccc2c1 | -4.0% | -7.5%
COc1ccc2c(-c3ccccc3)cc(SCC(=O)NC3CC3)nc2c1 | -3.5% | -8.5%
COc1ccc(CNc2ncnc3c2cnn3-c2ccc(C)c(C)c2)cc1 | 0.0% | -25.6%
O=C(COc1ccccc1Cl)Nc1ccc(-n2cnnn2)cc1 | -11.8% | -5.7%
